# IDE act – IDE (human) activation, cell-based | activation, % at 5.96 µM | HEK cells, FAbeta-B cleavage, fluorescence polarization; 0% vehicle, 100% cell-free pure enzyme wells | actives 0.073% (n = 340,000) | P14735 | AID 493087;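 active = activation above the mean of all tested compounds plus 3 SD, set per screening campaign, cut at about 17% in these data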
# SUMO HTRF inh – SUMOylation inhibition; P63279; HTRF SUMOylation assay, SAE1/SAE2 + UBC9, in vitro; inhibition, % at 35 µM; actives 0.36% (n = 290,000); AID 2006; in the data active = inhibition above about 50%, passing the limit was not always enough; also: strong numbers were not always called active
# Target sequence (P63279 whole entry, looked up): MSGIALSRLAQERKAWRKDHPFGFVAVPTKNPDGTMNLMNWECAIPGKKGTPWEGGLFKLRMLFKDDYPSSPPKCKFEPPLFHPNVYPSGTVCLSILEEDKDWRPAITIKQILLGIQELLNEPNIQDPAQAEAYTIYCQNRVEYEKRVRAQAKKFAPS
# GalR3 antagonist – blocks the human galanin receptor 3; HEK293 GalR3-CNG cAMP membrane potential fluorescence; galR3 body fused to GalR1 C-terminus; inhibition, % at 3 µM; actives 0.44% (n = 360,000); AID 651719;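 active = inhibition above the screen-wide average plus 3 SD, cut at about 13% in these data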;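 also: forskolin and galanin both at EC90 stimulate the cells; cAMP rise reported by CNG channel membrane potential dye signal; 0% = forskolin plus galanin with DMSO and 100% = forskolin alone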
# Target sequence (O60755 1-299 limits assumed): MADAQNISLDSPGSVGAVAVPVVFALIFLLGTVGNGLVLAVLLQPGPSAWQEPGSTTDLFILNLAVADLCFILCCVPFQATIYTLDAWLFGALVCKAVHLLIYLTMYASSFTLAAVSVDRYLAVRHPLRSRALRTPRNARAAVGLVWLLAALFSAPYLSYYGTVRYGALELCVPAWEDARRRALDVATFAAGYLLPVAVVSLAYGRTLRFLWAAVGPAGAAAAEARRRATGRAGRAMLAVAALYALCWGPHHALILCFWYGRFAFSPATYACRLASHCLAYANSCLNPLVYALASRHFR
# pCIP destab – compounds decreasing mouse p/CIP protein stability; Q05BA5; F442A p/CIP-EGFP cells, EGFP fluorescence, 16 h; decrease of EGFP signal, % at 10 µM; actives 0.01% (n = 290,000); AID 1984;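 active = EGFP signal decrease of at least 30% at 10 µM or well 3 SD below plate mean, unless failing retest; inactive = the rest, including hits failing retest or dose response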; also: some compounds called inactive have numbers as strong as hits; many of its hits are not listed in these tables
# NS3 helicase inh – blocks Hepatitis C virus NS3 helicase unwinding | inhibition, % at 10.9 µM | NS3 helicase DNA unwinding, Cy5 molecular beacon fluorescence | actives 0.56% (n = 290,000) | AID 1800;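 active = inhibition above the mean of all tested compounds plus 3 SD, set per campaign, cut at about 35% in these data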;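 also: 0% = DMSO wells and 100% = thioflavine S control wells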
#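 Material: hepatitis C virus NS3 helicase domain fragment enzyme; measured by: Cy5 fluorescence, 0 and 60 min reads; control set: DMSO and thioflavine S; incubation: 60 min unwinding reaction at 25 °C after ATP addition; read-out basis: % inhibition from 60/0 min fluorescence ratio, DMSO 0%, thioflavine S 100%; repeats: singlicate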
# VIM-2 inhibitor – blocks Pseudomonas aeruginosa VIM-2 metallo-beta-lactamase; purified VIM-2, nitrocefin hydrolysis, epi-absorbance fluorescence; inhibition, % at 5.6 µM; actives 0.89% (n = 290,000);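 active = inhibition above the mean of all tested compounds plus 3 SD, cutoff set per screening run, cut at about 7.5% in these data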;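 also: red hydrolysis product quenches plate fluorescence so inhibitors raise well fluorescence; 0% = enzyme with DMSO and 100% = DMSO without enzyme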
# CRFBP-R2 block – CRF-BP/CRF-R2 complex antagonism. inhibition, % at 11.8 µM. HEK293 CRF-R2/CRF-BP, CRF-induced calcium fluorescence. actives 0.59% (n = 350,000);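 active = inhibition of the ligand-induced calcium signal above about 50% at the single tested concentration, limit read from the data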
# IDE inh – inhibitors of human insulin-degrading enzyme in cells; actives 0.41% (n = 320,000); P14735; HEK cells, FAbetaB cleavage, fluorescence polarization; inhibition, % at 5.59 µM;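 active = percent inhibition above the average of all tested compounds plus 3 SD, set per screening campaign, cut at about 16% in these data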;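 also: IDE supplied by intact live HEK cells; FP after avidin binding of uncleaved biotin substrate so inhibition keeps polarization high; 0% = DMSO wells and 100% = 60 µM reference IDE inhibitor Ii1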
# IMP-1 inh – blocks Pseudomonas aeruginosa IMP-1 metallo-beta-lactamase; inhibition, % at 5.6 µM; purified IMP-1, nitrocefin hydrolysis, epi-absorbance fluorescence; actives 0.45% (n = 290,000);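 active = inhibition above the mean plus 3 SD of all compounds in the same screening run, cut at about 4.5% in these data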;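 also: 0% = IMP-1 with DMSO and 100% = DMSO wells lacking enzyme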
#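 System – purified recombinant IMP-1 beta-lactamase · Input – IMP-1 dispensed at 0.2 nM · Timing – 15 min preincubation plus 25 min reaction at 25 °C · Signal – Epi-absorbance fluorescence, 480 nm excitation, 530 nm emission · Measure – percent IMP-1 inhibition derived from blank-referenced optical density · Controls – Enzyme-plus-DMSO low control, enzyme-free DMSO high control · Replication – singlicate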
# * hit, by the source's call; / = not tested or not shown.
# Screens in order: IDE act	SUMO HTRF inh	GalR3 antagonist	pCIP destab	NS3 helicase inh	VIM-2 inhibitor	CRFBP-R2 block	IDE inh	IMP-1 inh
CC1(c2nnc(-c3ccc(Cl)cc3)o2)CC(c2c(Cl)cccc2Cl)=NO1 (stereo not given)
  8.3	-16.0	0.1	-2.6	/	/	-0.7	0.7	/
O=C(Nc1nc2c(F)cccc2s1)c1ccco1
  -0.9	8.3	/	-12.0	6.4	-2.7	12.7	3.1	-2.6
O=C(c1cccc(Cl)c1)N1CCC(c2nc3ccccc3[nH]2)CC1
  -0.6	0.8	-6.2	14.9	-2.9	-3.0	-14.8	-2.4	-4.0
O=C(Nc1ccc(OC(F)(F)F)cc1)c1ccc(S(=O)(=O)N2CCOCC2)o1
  -3.6	1.8	-6.2	-0.2	-17.8	-3.5	-16.5	3.9	-2.7
O=C(O)CSc1c(O)c2ccccc2[nH]c1=O
  -0.6	12.6	-4.8	-9.5	8.7	4.1	2.2	0.4	-0.2
CCC(C)c1ccccc1NC(=O)c1cc2cccc([N+](=O)[O-])c2[nH]1 (stereo not given)
  /	-5.2	-5.3	5.4	1.9	0.6	14.6	-5.6	-0.2
CCCC(=O)Nc1ccccc1-c1nnc(SC)[nH]c1=O
  6.1	7.8	-3.0	-6.4	4.6	-0.8	-5.0	6.2	-2.6
Cn1c(C(=O)N2CCN(c3ccc(Cl)cc3)CC2)cc2c(=O)[nH]c3ccccc3c21
  -10.8	-0.6	0.8	-8.9	-6.8	-2.9	-12.5	7.0	-3.7
O=C(Nc1ccc(-c2nc3ccccc3[nH]2)cc1)c1cccc(N2C(=O)CCC2=O)c1
  -12.0	64.8*	-0.4	-1.6	-25.7	-0.9	6.0	4.5	-2.4
COc1ccc(-c2csc(-c3cccs3)n2)c(OC)c1
  1.5	-0.1	-4.4	-2.9	-0.7	-3.3	-0.2	0.1	-2.3
COc1cc(C2NC(=O)NC(c3ccccc3)=C2C(C)=O)ccc1OCC#N (stereo not given)
  -4.8	17.0	-6.1	-11.9	4.8	-1.5	-8.9	0.2	-6.0
CCN1CCN(C(=O)c2ccc(C)c(S(=O)(=O)Nc3cccc(C)c3)c2)CC1
  -4.2	-8.4	1.6	-4.6	-7.9	-0.1	-11.5	-0.8	-1.8
O=C(/C=C/Nc1cccc(C(F)(F)F)c1)c1ccc(Oc2ncccn2)cc1
  4.1	2.4	-3.0	-8.9	-6.8	1.8	-2.4	6.5	-2.5
Cc1ccc(NC(=O)N2CCCCCC2)cc1
  1.6	-0.9	2.2	-11.8	0.3	0.0	12.2	0.8	-0.5
S=C1NC[C@H](c2ccccc2)N1CCCCC1CCCCC1
  0.7	20.8	-7.5	-6.7	/	/	4.1	-5.2	/

# Screens in order: IDE act	SUMO HTRF inh	GalR3 antagonist	pCIP destab	NS3 helicase inh	VIM-2 inhibitor	CRFBP-R2 block	IDE inh	IMP-1 inh
O=C(Nc1ccccc1C(=O)Nc1ccccc1)c1ccccc1F
  5.7	11.5	-10.2	-4.3	-5.1	0.4	-1.2	-0.5	-0.8
CCN(CC(=O)Nc1ccccc1OC)C(=O)c1cc(-c2ccccc2)nn1-c1ccccc1
  -4.7	/	-3.7	/	/	/	12.4	-4.1	/
COC(=O)C1=C(N)OC2=C(C(=O)CC(C)(C)C2)C1c1ccccc1OC (stereo not given)
  4.4	4.9	-10.4	-1.0	9.2	0.8	-7.8	7.2	-3.2
COc1ccc(CNc2oc(-c3cccc4ccccc34)nc2C#N)cc1
  2.4	5.4	-5.8	-6.4	1.6	2.5	3.2	4.4	-1.1
CCOC(=O)C1CCN(C(=O)CCCOc2ccccc2)CC1
  6.9	16.5	-7.5	-4.3	3.1	-1.2	-1.6	2.4	-1.4
Clc1ccccc1CSc1ncccn1
  0.9	2.5	-1.4	-7.0	-2.8	-0.2	10.9	3.5	-4.5
COc1ccc(NC(=O)CN(C)C(=O)Cc2coc3cc(C)c(C)cc23)cc1
  4.6	/	-4.4	/	/	/	-14.3	-0.3	/
O=C(CNC(=O)c1cccs1)Nc1ccc2c(c1)OCCO2
  4.8	/	-2.6	/	/	/	-10.7	-4.9	/
COc1ccc(CCNC(=O)CC2SC(N)=NC2=O)cc1OC (stereo not given)
  4.1	12.3	-5.3	-13.4	6.2	-5.1	3.0	1.0	-3.9
O=C(COC(=O)Cc1c[nH]c2ccccc12)Nc1ccccc1C(F)(F)F
  4.5	/	-4.5	/	/	/	2.5	3.6	/
COc1ccc(C[C@H]2CN3C(=NC[C@@H]3C(C)C)N2CCNC(=O)CCC2CCCCC2)cc1
  -3.3	18.2	-4.8	-11.5	-47.1	-4.0	-9.2	6.9	-3.4
CCCN(CC(=O)Nc1ccccc1C)C(=O)c1ccc(S(=O)(=O)N2CCCCC2)cc1
  -4.5	15.2	2.1	-16.5	7.8	-2.3	-2.5	4.1	-1.0
O=C(NC(Cc1ccccc1)C(=O)NCCc1ccccn1)c1cccs1 (stereo not given)
  0.0	0.1	-6.8	-4.0	-1.2	-0.4	7.1	-0.5	-1.3
C=CCN(c1ccccc1)S(=O)(=O)c1cccc(C(=O)Nc2cc(C)ccn2)c1
  -3.4	/	-5.8	/	/	/	23.4	3.9	/
Cc1c(Cl)cccc1NC(=S)NCCc1ccc(S(N)(=O)=O)cc1
  0.0	8.2	-6.6	2.2	-6.2	-2.0	18.2	3.2	-0.4

# Screens in order: IDE act	SUMO HTRF inh	GalR3 antagonist	pCIP destab	NS3 helicase inh	VIM-2 inhibitor	CRFBP-R2 block	IDE inh	IMP-1 inh
CSc1cccc(NC(=O)CC2Oc3ccccc3NC2=O)c1 (stereo not given)
  5.9	-6.3	-8.7	5.0	1.4	-4.0	-9.2	2.1	-0.7
O=C(CC1CCCCC1)Nc1nc2ccccc2s1
  -0.2	4.3	-2.1	4.7	15.2	-3.8	-71.0	1.9	-1.8
Nc1ccc([N+](=O)[O-])cc1C(=O)NNC(=O)c1ccco1
  7.8	-5.1	5.8	-13.1	9.3	-2.5	1.1	-1.1	-4.0
O=C(CNC(=O)c1ccc(Br)cc1)NCC(=O)OCC(=O)c1ccccc1
  1.4	3.0	3.0	-2.1	-5.8	-1.9	-3.5	-3.9	-0.6
Cc1cc(NCCCn2ccnc2)n2ncc(-c3ccccc3)c2n1
  2.0	10.4	/	3.1	-25.4	57.1*	-5.0	0.1	-1.9
O=c1cc(-c2c(F)c(F)c(F)c(F)c2F)oc2ccccc12
  -1.5	9.2	4.4	-3.1	-1.8	-1.6	32.4	-1.7	-6.1
Cc1cc(=O)oc(C)c1C(=O)O
  6.8	2.7	-4.1	-4.8	2.8	0.2	1.0	0.9	-4.4
CCCN1C(=O)c2ccccc2NC1c1ccc(Cl)c(Cl)c1 (stereo not given)
  0.4	12.9	-10.6	-5.8	-9.4	-1.7	-3.5	5.4	-3.9
CCN(CC(=O)NC(C)C)C(=O)c1ccc(Cl)cc1
  1.8	-11.6	1.4	8.2	3.3	-2.4	2.9	-3.1	-3.7
Cc1ccc(OCC(=O)NCCCNC(=O)c2cccnc2)cc1C
  2.3	3.1	10.6	-1.0	5.4	-3.5	20.0	4.9	-1.9
CCOc1ccc(Nc2nc3c(c(=O)[nH]2)CCCC3)cc1
  2.8	-3.6	-0.5	-5.2	-4.8	-2.1	0.8	2.4	0.2
CC(C)c1ccc(/C=c2\sc3nc(-c4ccncc4)nn3c2=O)cc1
  6.3	9.8	-1.4	-14.9	35.0	-0.6	-25.0	5.7	-3.9
CCCOc1ccc(-c2csc3ncn(Cc4ccc(C(=O)O)cc4)c(=O)c23)cc1
  3.2	6.2	-4.2	8.4	17.8	-5.0	5.3	-1.7	-1.5
CCN(CC)S(=O)(=O)c1cc(C(=O)Nc2ccccc2[N+](=O)[O-])ccc1Cl
  -2.5	-7.2	5.2	-9.8	-4.0	-2.5	-8.9	7.6	-0.7
Cc1ccc(/C=N/Nc2cc(C)nc(NCc3ccccc3)n2)cc1
  1.0	-68.5	-9.7	-0.3	-45.6	-4.7	-4.0	-0.1	-3.5

# Screens in order: IDE act	SUMO HTRF inh	GalR3 antagonist	pCIP destab	NS3 helicase inh	VIM-2 inhibitor	CRFBP-R2 block	IDE inh	IMP-1 inh
Nc1ccc(SCC(=O)Nc2cccc([N+](=O)[O-])c2)cc1
  3.9	10.0	1.5	-8.0	4.6	0.2	-1.1	1.0	0.8
O=C(O)CSc1ccc(S(=O)(=O)N2CCCC2)cn1
  0.8	/	-8.2	/	/	/	-0.8	6.3	/
CC(=O)N1CCN(c2ccc(NC(=O)c3cccc(Cl)c3Cl)cc2)CC1
  -0.9	6.8	-11.9	-0.5	10.0	-2.5	26.2	2.8	-4.2
O=C(CCSc1nc(-c2ccco2)cc(C(F)(F)F)n1)NCC1CCCO1 (stereo not given)
  3.1	8.0	-4.3	-12.9	4.9	-0.8	12.1	0.0	-2.7
C=CCNC(=O)C(C#N)c1nc2ccccc2nc1N1CCN(Cc2ccccc2)CC1 (stereo not given)
  -1.9	23.7	/	-9.6	0.1	-1.8	-10.3	2.9	-0.9
CCOc1cc(/C=N/NC(=O)c2cccnc2)ccc1OCC(=O)N1CCOCC1
  0.4	10.9	-9.8	-4.9	-1.6	0.7	-10.2	11.8	-1.6
COc1ccc(NC(=O)C(=O)NCCCO)cc1Cl
  3.9	28.7	-0.3	6.5	-2.8	0.6	-2.3	5.3	-2.2
CCS(=O)(=O)Nc1ccc(C2=NN(C(=O)c3ccco3)C(c3ccc(C)cc3)C2)cc1 (stereo not given)
  1.5	-35.8	/	-21.0	-11.7	-1.1	-46.4	-0.8	-3.6
CC(=O)Nc1ccc(S(=O)(=O)NC2CCS(=O)(=O)C2)cc1Cl (stereo not given)
  1.8	-6.5	1.0	3.2	-1.1	-1.0	1.1	2.7	-3.9
CC(=O)Nc1ccc(NC(=O)CCn2c(=S)oc3ccccc32)cc1
  1.6	14.9	-3.5	-21.5	4.7	-2.6	-9.2	-2.5	-1.4
Cc1cc(C(=O)N2CCC(C(=O)O)CC2)c(C(F)(F)F)o1
  0.0	3.2	-3.1	2.0	-14.0	-4.4	13.5	2.5	-1.6
COCC(=O)Nc1ccccc1C(=O)Nc1ccc(OC)cc1
  9.6	26.7	-2.5	-14.6	6.2	0.9	-3.0	3.2	0.1
Cc1ccc(S(=O)(=O)NNC(=O)c2cccc(O)c2)cc1
  0.4	2.4	-5.3	-10.3	-8.4	-2.1	4.3	-3.1	-1.6
O=C(Nc1ccc([N+](=O)[O-])cc1)c1cccc(S(=O)(=O)Nc2cccnc2)c1
  4.1	7.5	-8.9	-17.0	-5.3	-1.1	15.3	3.1	-0.5
COc1ccc(CCNC(=O)Cn2nnc(C(=O)Nc3ccc(Br)cc3)c2N)cc1OC
  6.0	/	0.9	4.2	-6.5	-1.4	-1.2	3.2	1.6
O=C(NCCS(=O)(=O)N1CCN(c2ccccc2)CC1)c1ccco1
  -2.6	/	0.9	/	/	/	-8.2	7.0	/
